AT treatment – qHTS Assay for Identifying a Potential Treatment of Ataxia-Telangiectasia. […] A-T fibroblasts, KAP-1 phosphorylation AlphaLISA; neocarzinostatin DNA damage 30 min before lysis. Potency, µM (titrated, usually from 57.5 µM), for the others: at the highest dose activation, usual class: activators. 0.19% of 320,000 active. AID 485349, 2010; also: potency is read from the fitted curve at half-maximal effect; % of control where 0% means no effect; nearly all actives have a fitted effect of over 45% in size
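hTERT-immortalized A-T patient fibroblasts ([…]), 500 cells/well in OPTI-MEM, 1% FBS, got compounds for 60 min, then NCS for 30 min at 37C. Lysates were then assayed for phospho-KAP-1 by AlphaLISA (anti-pKAP1 donor, anti-KAP1 acceptor beads), 6 hr at 25C.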
TCR activator – Activators of T cell receptors: qHTS campaign | primary human leukocytes, anti-CD3, IL-2 HTRF, 48 h | Potency, µM (top dose mostly 9.22 µM), inactives show at the highest dose activation of IL-2 secretion, most hits filed as activators | 330,000 tested, under 10 active | AID 504894, 2011; also: % of control where 0% means no effect
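Primary human leukocytes incubated 48 hr with anti-CD3 beads plus compound, without co-stimulation. Secreted IL-2 measured by HTRF (europium cryptate/d2 anti-IL-2 pair, 320 nm excitation, 665 nm emission).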
Giardia kill – Small Molecules that selectively kill Giardia lamblia: qHTS. 0.15% of 340,000 active. Giardia lamblia trophozoite viability. activity change, % at 7.66 µM, hits read low; in the data active = activity change below about -80%; inconclusive = between about -30% and that limit;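 also: parasites exposed to compound for two days anaerobically before the ATP read; % is scaled to controls: 0 for no effect and ±100 for the full control effect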
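Viability, read as ATP luminescence: trophozoites at 100 cells/well, compound added, 48 hrs anaerobic at 37 deg C, then 15-30 min room-temperature development before reading.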
hERG WT inh – qHTS for Inhibitors of KCHN2 3.1: Wildtype qHTS | Voltage-gated inwardly rectifying potassium channel KCNH2 (Homo sapiens), Q12809 | U2OS, BacMam KCNH2, thallium flux FluxOr; stronger effect = lower value | activity change, % at 1.84 µM | 0.37% of 340,000 active | AID 720551, 2013;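 active = maximum activity change below -70%; inconclusive = maximum activity change between -70% and -50%; inactive = maximum activity change above -50%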; also: % is scaled to controls: 0 for no effect and ±100 for the full control effect
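U2OS cells transduced with wild-type KCNH2 virus are loaded with FluxOr dye for 45 min, and thallium flux is measured in kinetic reads before and after stimulation buffer. Rate constants are normalized to DMSO controls.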
CXXC DNA block – qHTS Fluorescence Polarization Assay for Inhibitors of MLL CXXC domain - DNA interaction; MLL-CXXC / FITC-HOXA9 DNA fluorescence polarization; 0.037% of 290,000 active; Potency, µM (top dose mostly 115 µM), inactives show top-dose activity change, negative = inhibition, usual class: inhibitors; Histone-lysine N-methyltransferase 2A (Homo sapiens), Q03164; AID 2662, 2010; active = well fitted inhibition curve with a large enough effect in the polarisation, with a control signal flat, not every such curve was filed as active; inconclusive = small, poorly fitted or top-dose-only effect, or effect the other way, or a change in a side signal; inactive = no such curve, though single readings can be large or run the other way; the % refers to the polarisation; also: potency is read from the fitted curve at half-maximal effect
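Fluorescence polarization: 7 uM MLL-CXXC (stock) preincubated 5 min with compounds, then 50 nM fluorescein-HOX-A9 DNA (stock) added; 30 min ambient. Buffer 50 mM Tris-HCl pH 7.5, 50 mM NaCl, 1 mM DTT, 0.05% BSA.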
GALK inhibitor – qHTS Assay for Inhibitors of Human Galactokinase (GALK); P51570; Purified GALK, Kinase-Glo residual ATP luminescence; Potency, µM (doses to about 57.5 µM), inactives show top-dose activity change, negative = inhibition, usual class: inhibitors; 0.007% of 270,000 active; AID 1868, 2009; also: potency is read from the fitted curve at half-maximal effect; % is scaled to controls: 0 for no effect and ±100 for the full control effect
Target sequence (P51570 whole entry, looked up): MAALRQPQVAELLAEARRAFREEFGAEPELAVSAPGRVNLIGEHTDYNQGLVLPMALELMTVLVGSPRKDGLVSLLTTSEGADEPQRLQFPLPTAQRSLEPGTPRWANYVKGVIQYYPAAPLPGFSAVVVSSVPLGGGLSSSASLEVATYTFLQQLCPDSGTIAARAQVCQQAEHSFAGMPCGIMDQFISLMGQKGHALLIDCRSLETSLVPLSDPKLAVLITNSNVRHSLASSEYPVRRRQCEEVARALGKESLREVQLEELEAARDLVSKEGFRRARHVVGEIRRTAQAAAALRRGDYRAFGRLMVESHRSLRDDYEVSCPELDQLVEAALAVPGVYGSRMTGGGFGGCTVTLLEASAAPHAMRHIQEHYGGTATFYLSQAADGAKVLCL
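Compounds were pin-transferred into ATP buffer (35 uM final), then GALK plus galactose (5 nM, 100 uM final) was added. After 1 h at room temperature, Kinase-Glo Plus was added and luminescence read after 10 min.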
TSHR antagonist – Antagonists of the Thyroid Stimulating Hormone Receptor: HTS campaign | 0.2% of 330,000 active | TSHR-expressing cells, TSH-stimulated cAMP HTRF, 2 h; stronger effect = lower value | activity change, negative = inhibition, % at 11.5 µM | AID 504810, 2011 | Thyrotropin receptor (Homo sapiens), P16473;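 active = activity change below a set negative limit, meaning inhibition stronger than a set level, cut at about -70% in these data; inconclusive = activity change between two set negative limits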; also: % is scaled to controls: 0 for no effect and ±100 for the full control effect
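Cell-based HTRF cAMP assay; TSHR cells + compound, TSH EC80 (4nM final), 2 h, 37 deg C. Lysis with anti-cAMP cryptate and cAMP-d2, 30 min RT, read 665/620 nm.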
Chronic BCR inh – qHTS Assay to Find Inhibitors of Chronic Active B-Cell Receptor Signaling | AID 493014, 2011 | Potency, µM (doses to about 46.1 µM), inactives show top-dose ratio change, negative = lower green/red ratio, actives largely listed as inhibitors | ABC-DLBCL IkBa-CBG/CBR reporter, luminescence ratio, 4 h | 0.05% of 340,000 active; active = well fitted inhibition curve with a large enough effect in the signal ratio, with a control signal flat, not every such curve was filed as active; inconclusive = small, poorly fitted or top-dose-only effect, or effect the other way, or a change in a side signal; the % refers to the signal ratio;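 also: potency is read from the fitted curve at half-maximal effect; plate controls were basal doxycycline-induced cells for no effect and cells given 10 µM MG132 for full effect; MG132 reads +100%, hits lower the ratio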
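Compounds up to 46 uM were incubated four hours with TMD8 cells whose green CBG68 luciferase is fused to IkappaBalpha; red CBR luminescence normalised the signal, and concentration-effect curves were fitted to fusion, red and ratio data.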
Tb PFK inh – qHTS Assay to Find Inhibitors of T. brucei phosphofructokinase; 0.17% of 330,000 active; ATP-dependent 6-phosphofructokinase (Trypanosoma brucei brucei), O15648; T. brucei PFK, ADP-Glo luminescence; Potency, µM (top dose mostly 57.5 µM), inactives show at the top dose activity, negative = inhibition, hits mostly inhibitors;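 also: potency is read from the fitted curve at half-maximal effect; 0% = uninhibited 1x PFK enzyme wells and -100% = no-enzyme wells; nearly all actives have a fitted effect of over 60% in size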
Target sequence (O15648 whole entry, looked up): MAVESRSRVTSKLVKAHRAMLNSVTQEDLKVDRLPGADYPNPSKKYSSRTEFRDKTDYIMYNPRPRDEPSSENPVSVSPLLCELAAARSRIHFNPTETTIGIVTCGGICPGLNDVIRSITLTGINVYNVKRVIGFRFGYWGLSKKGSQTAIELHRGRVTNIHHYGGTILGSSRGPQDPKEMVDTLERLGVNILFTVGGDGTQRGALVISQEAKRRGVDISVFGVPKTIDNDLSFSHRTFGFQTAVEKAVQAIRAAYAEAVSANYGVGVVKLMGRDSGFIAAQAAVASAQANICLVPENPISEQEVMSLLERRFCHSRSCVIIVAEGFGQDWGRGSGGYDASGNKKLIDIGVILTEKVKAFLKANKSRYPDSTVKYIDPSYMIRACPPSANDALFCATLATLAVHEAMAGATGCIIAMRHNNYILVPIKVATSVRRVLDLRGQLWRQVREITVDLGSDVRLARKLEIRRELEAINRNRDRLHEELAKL
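In TEA buffer at pH 8.0 with 5 mM MgCl2, enzyme (1.25 nM) converted F6P (0.5 mM) and ATP (0.1 mM) for 45 min at room temperature. ADP product was read by luciferase luminescence.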
FBPA coupling cs – qHTS Assay for Inhibitors of Fructose-1,6-bisphosphate Aldolase from Giardia Lamblia: Coupling assay counterscreen | coupling enzyme system counterscreen, AmpLite Red fluorescence | activity change, negative = inhibition, % at 58.2 µM, hits read low | 0.67% of 290,000 active; in the data active = activity change below about -30%; also: % is scaled to controls: 0 for no effect and ±100 for the full control effect
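Counterscreen lacking aldolase: glyceraldehyde-3-phosphate coupling-enzyme reagent preincubated 10 min at RT with compound (at 57.5 uM final), then substrate/coupling system with AmpLite Red added; fluorescence read at 525/598 nm after 20 min RT.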
Numbers without * were called inactive; ? = inconclusive; nt = no result given; & = joins results of further samples; [ ] = remark or other dose. Unless noted, calls follow the shape of the dose curve; as a rule, active = well fitted curve in the direction sought with a large enough effect; inconclusive = small, poorly fitted or top-dose-only effect, or another doubt; inactive = no such curve, though single readings can be large; an effect the other way counts as inactive or inconclusive. No enrichment for hits; about 1.6% have a hit in one of these screens.

The line under a structure holds: TCR activator, FBPA coupling cs, CXXC DNA block, Tb PFK inh, hERG WT inh, Chronic BCR inh, AT treatment, GALK inhibitor, TSHR antagonist, Giardia kill
1: COc1ccc(NS(=O)(=O)c2cccc(C(=O)N/N=C(\C)c3ccc(-n4ccnc4)cc3)c2)cc1
  4%, -46*, 10%, -2%, 21, -2%, 0%, 1%, 13, 0
2: CCn1nc(C)c(CNC(=O)CCc2nnc(-c3ccc(C(C)=O)s3)o2)c1C
  -1%, 4, 5%, 2%, -18, 0%, 2%, 0%, -3, 14
3: Cn1nc(OC(=O)Nc2ccccc2)cc1C(F)(F)F
  nt, 0, 8%, -1%, nt, -10%, -2%, -1%, 6, nt
4: COc1ccccc1N1CCN(C(=O)Cn2nc3n(C)c4ccccc4n3c(=O)c2=O)CC1
  nt, -1, 5%, -1%, nt, 3%, -1%, 12%, -10, nt
5: CC(C(=O)Nc1ccc(S(=O)(=O)Nc2ncccn2)cc1)N1C(=O)c2ccccc2S1(=O)=O (stereo not drawn)
  -3%, nt, nt, 2%, 4, 0%, -2%, nt, 2, 8
6: CC(=O)OC(C(=O)N1CCN(c2ccccc2F)CC1)c1ccccc1 (stereo not drawn)
  0%, 3, -2%, 2%, 2, -1%, 0%, -1%, 7, 0
7: NC(=O)c1ccsc1NC(=O)COC(=O)c1cc(Cl)ccc1O
  9%, nt, nt, 6%, -4, ?, 1%, nt, nt, -10
8: COC(=O)[C@]1(Cc2ccccc2)N[C@H](CN(C)C(=O)COc2ccccc2)[C@@H]2C(=O)N(C)C(=O)[C@@H]21
  0%, nt, nt, 4%, 0, -1%, 1%, nt, -11, -17
9: Cc1nnc(SCC(=O)N2CCN(C(=O)c3ccco3)CC2)n1-c1ccccc1
  -1%, -1, -10%, 0%, 0, -5%, -6%, 7%, 8, -3
10: Nc1ccc(Oc2ncccn2)c(Cl)c1
  1%, -1, 4%, 1%, -1, 4%, -3%, 0%, 3, 0
11: Cc1ccc(C)c(NC(=O)CCn2nc(C)cc2C)c1
  2%, 0, 5%, 5%, 2, 1%, 0%, -3%, 5, -7
12: COc1ccc(-c2nc(SC)n(C)c(=O)c2C#N)cc1OC
  5%, -3, -5%, -6%, -22, 6%, -5%, 0%, 4, 2
13: CCN(CC)S(=O)(=O)c1ccc(C)c(NC(=O)Cn2cnc3cc([N+](=O)[O-])ccc3c2=O)c1
  8%, -1, -2%, 7%, 4, -7%, 1%, 0%, 0, 12
14: Cc1oncc1C(=O)Nc1cccc(C#N)c1
  nt, nt, -3%, -1%, 0, 1%, -16%, -5%, 10, 0
15: Cc1ccc(C)c(NC(=O)c2cnn3ccccc23)c1
  -6%, 1, 6%, 1%, -11, ?, 7%, 0%, -3, 7
16: CCOC(=O)c1c(-c2cccc3ccccc23)csc1NC(=O)C1C2CCC(O2)C1C(=O)O (stereo not drawn)
  -4%[46.1 µM], 7, -4%, 0%, 6, 1%, -4%, 0%, -11, -12
17: COc1ccc(CC(=O)NC2CCCc3ccccc32)cc1 (stereo not drawn)
  -5%, 0, 3%, -2%, 5, -3%, -9%, -8%, 0, 1
18: C/C(=C\c1ccc(C)o1)C(=O)c1c(C)cc(C)[nH]c1=O
  -22%, -2, 5%, -6%, 9, ?, 10%, -1%, -2, 4
19: CC(=O)Nc1ccc(NC(=O)COC(=O)c2n[nH]c3ccccc23)cc1
  -18%, 0, 3%, 0%, -8, -3%, 1%, -1%, -12, 7
20: Cc1cc2c(cc1S(=O)(=O)Nc1cccc(C)c1C)OCC(=O)N2
  -2%, 1, nt, 1%, 7, 7%, -6%, nt, 8, -9
21: COc1ccc(CCNC(=O)c2cc(S(=O)(=O)N(C)c3ccccc3)ccc2Cl)cc1
  -1%[46.1 µM], -1, 12%, 3%, -1, ?, 4%, 0%, -7, 18
22: Fc1ccccc1NC(=S)N(CCCN1CCOCC1)Cc1cccnc1
  5%, 3, -3%, 0%, -11, 11%, 3%, -2%, 2, -21
23: O=C(CNC(=O)c1ccccc1)OC(C(=O)Nc1cc(C(F)(F)F)ccc1Cl)c1ccccc1 (stereo not drawn)
  3%, 3, -8%, -1%, 12, ?, nt, 1%, -6, -8&4&-17
24: COc1ccccc1CN(C)CC(=O)Nc1ccc(Cl)cc1C(F)(F)F
  -1%[46.1 µM], -2, -4%, -11%, 0, ?, ?, -2%, -1, 1
25: COC(=O)c1c(C(=O)OC)c(-c2cccc(Cl)c2)n2c1CS(=O)C2 (stereo not drawn)
  -1%, 0, 2%, -1%, -6, 0%, 8%, -1%, -11, -7
26: COc1cc2[nH]c(=S)nc(NC3CCCC3)c2cc1OC
  nt, -5, -1%, 8%, nt, ?, 0%, -1%, -5, nt
27: Cc1ccc(-n2c(-c3cnccn3)n[nH]c2=S)cc1
  3%, 7, -1%, 12%, -2, ?, 1%, -1%, -3, 0
28: O=C(COc1cc2oc(=O)cc(-c3ccccc3)c2cc1Cl)NCc1ccccn1
  -9%, 6, 4%, 2%, -4, 4%, 4%, 5%, -8, -17
29: Cc1onc(-c2ccccc2)c1C(=O)N1CCCN2C(=O)c3ccccc3C21 (stereo not drawn)
  -2%, 4, 3%, -1%, 5, -15%, -6%, 0%, 2, 0
30: COc1ccccc1OCCn1nnc2ccccc21
  nt, 2, 13%, 5%, 5, ?, -3%, -3%, -2, 1
31: CC(=O)N/N=C(/c1ccccc1)C(O)c1ccccc1 (stereo not drawn)
  0%, -1, -1%, 3%, -1, -1%, 12%, 0%, -6, -11
32: C=CCn1c(SC2CCOC2=O)nc2sc(CC)cc2c1=O (stereo not drawn)
  -1%, 1, -29%, 1%, 4, ?, -5%, 2%, -6, -8
33: c1ccc(-c2csc(-n3cnnn3)n2)cc1
  2%, 3, 9%, ?, 22, 4%, 0%, 4%, -1, 4
34: CC1(C)C2CCC1(C)C(OCC[N+](C)(C)CC(=O)OC1CCCCC1)C2 (stereo not drawn)
  14%[46.1 µM], 3, 3%, 0%, -3, ?, 3%, 0%, 10, -5
35: CC(C)(C)OC(=O)Nc1ccc([C@H](NC(=O)OC(C)(C)C)C(=O)OC(C)(C)C)cc1
  -2%, nt, nt, 0%, -2, ?, 3%, nt, 4, 20
36: COc1cc(NS(=O)(=O)c2ccc(NC(=O)C3CCCO3)cc2)nc(OC)n1 (stereo not drawn)
  -12%, 5, 4%, -2%, -1, 19%, -3%, -1%, 2, -8
37: COc1ccc(C(=O)CSc2nnc(CN3CCCCC3)n2-c2ccc(F)cc2)cc1
  -6%[46.1 µM], -2, -1%, 3%, 10, 10%, 5%, 3%, -1, 2

Eight compounds from above, sorted by molecular weight, rising:
The line under a structure holds: TCR activator, FBPA coupling cs, CXXC DNA block, Tb PFK inh, hERG WT inh, Chronic BCR inh, AT treatment, GALK inhibitor, TSHR antagonist, Giardia kill
33: c1ccc(-c2csc(-n3cnnn3)n2)cc1
  2%, 3, 9%, ?, 22, 4%, 0%, 4%, -1, 4
31: CC(=O)N/N=C(/c1ccccc1)C(O)c1ccccc1 (stereo not drawn)
  0%, -1, -1%, 3%, -1, -1%, 12%, 0%, -6, -11
30: COc1ccccc1OCCn1nnc2ccccc21
  nt, 2, 13%, 5%, 5, ?, -3%, -3%, -2, 1
32: C=CCn1c(SC2CCOC2=O)nc2sc(CC)cc2c1=O (stereo not drawn)
  -1%, 1, -29%, 1%, 4, ?, -5%, 2%, -6, -8
34: CC1(C)C2CCC1(C)C(OCC[N+](C)(C)CC(=O)OC1CCCCC1)C2 (stereo not drawn)
  14%[46.1 µM], 3, 3%, 0%, -3, ?, 3%, 0%, 10, -5
28: O=C(COc1cc2oc(=O)cc(-c3ccccc3)c2cc1Cl)NCc1ccccn1
  -9%, 6, 4%, 2%, -4, 4%, 4%, 5%, -8, -17
35: CC(C)(C)OC(=O)Nc1ccc([C@H](NC(=O)OC(C)(C)C)C(=O)OC(C)(C)C)cc1
  -2%, nt, nt, 0%, -2, ?, 3%, nt, 4, 20
37: COc1ccc(C(=O)CSc2nnc(CN3CCCCC3)n2-c2ccc(F)cc2)cc1
  -6%[46.1 µM], -2, -1%, 3%, 10, 10%, 5%, 3%, -1, 2
